# FadD28 FP inh: inhibitors of FadD28 bisubstrate probe binding, primary screen, biochemical, fluorescence polarization, single point | AID 588549, 2011 | 360,000 tested, 0.22% active | inhibition, % at 12.5 µM | Mycobacterium tuberculosis FadD28 fatty-acid-AMP ligase; in the data active = inhibition above about 8.5%, passing the limit was not always enough
# FBA Mtb inh: Mtb FBA enzyme inhibitors, primary screen, biochemical, fluorescence, strain H37Rv; inhibition, % at 1 µM; purified M. tuberculosis FBA, fluorescence read-out; 360,000 tested, 2.3% active; AID 588726, 2011; in the data active = inhibition above about 27%;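 note: 0% = vehicle and 100% = reference inhibitor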
# Target sequence (P9WQA3 whole entry, looked up): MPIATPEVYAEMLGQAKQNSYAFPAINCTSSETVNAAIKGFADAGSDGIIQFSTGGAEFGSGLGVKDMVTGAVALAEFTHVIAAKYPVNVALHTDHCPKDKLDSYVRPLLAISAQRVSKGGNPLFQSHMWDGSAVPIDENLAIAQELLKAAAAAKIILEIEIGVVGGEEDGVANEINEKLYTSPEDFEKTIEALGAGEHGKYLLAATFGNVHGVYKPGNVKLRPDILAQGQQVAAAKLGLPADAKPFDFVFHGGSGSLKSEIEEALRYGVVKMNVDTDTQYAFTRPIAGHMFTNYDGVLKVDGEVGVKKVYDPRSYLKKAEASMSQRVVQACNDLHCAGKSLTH
# GDH-TPI inh: GDH-TPI coupling enzyme inhibitors, primary screen, artefact control for M. tuberculosis FBA inhibitor project, biochemical, absorbance, full deck. inhibition, % at 4.8 µM. GDH-TPI coupled enzyme counterscreen, NADH absorbance. 360,000 tested, 1.2% active. AID 588335, 2011; in the data active = inhibition above about 30%;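 note: 0% = DMSO wells and 100% = wells lacking the enzyme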
# Mtb UGM inh: M. tuberculosis UGM enzyme inhibitors, primary screen, biochemical, fluorescence polarization, single point | inhibition, % at 10 µM | AID 504406, 2011 | purified UGM, fluorescence polarization probe displacement | UDP-galactopyranose mutase (Mycobacterium tuberculosis (strain ATCC 25618 / H37Rv)), … | 320,000 tested, 0.06% active; in the data active = inhibition above about 10%, passing the limit was not always enough
# Target sequence (P9WIQ1 whole entry, looked up): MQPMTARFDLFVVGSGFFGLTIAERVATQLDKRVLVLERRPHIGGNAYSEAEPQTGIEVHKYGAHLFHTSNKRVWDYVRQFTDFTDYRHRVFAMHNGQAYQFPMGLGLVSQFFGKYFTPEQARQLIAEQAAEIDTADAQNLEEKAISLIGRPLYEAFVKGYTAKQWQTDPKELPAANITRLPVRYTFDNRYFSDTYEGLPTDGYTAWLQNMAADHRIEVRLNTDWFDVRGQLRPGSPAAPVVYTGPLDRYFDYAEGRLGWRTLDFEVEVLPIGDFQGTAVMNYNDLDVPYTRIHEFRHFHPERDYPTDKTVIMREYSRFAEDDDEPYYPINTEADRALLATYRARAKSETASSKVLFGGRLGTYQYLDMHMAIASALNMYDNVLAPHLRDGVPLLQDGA
# PfHsp40 rescue: rescue of yeast from PfHsp40 toxicity, primary screen, S. cerevisiae, ATP luminescence; S. cerevisiae expressing PfHsp40, growth rescue; growth rescue, % at 12.5 µM; 340,000 tested, 0.68% active; AID 504582, 2011; in the data active = growth rescue above about 28%, passing the limit was not always enough;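 note: yeast W303a lacking pdr1 and pdr3 grown in galactose medium; growth measured after three days at 30 °C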
# TcdB inh: TcdB glycohydrolase inhibitors, primary screen, biochemical, single point, plate reader; 350,000 tested, 0.24% active; TcdB glycohydrolase enzymatic assay; Toxin B (Clostridioides difficile), P18177; inhibition, % at 9.99 µM; in the data active = inhibition above about 10%
# BH1578 lux ind: inducers of Vibrio cholerae quorum light production without autoinducers, primary screen, BH1578 luxS cqsA deficient, single point | AID 588436, 2011 | activation, % at 18.7 µM | 350,000 tested, 0.16% active | V. cholerae BH1578 lux reporter, luminescence, 6 h; in the data active = activation mostly above about 9.7%, no sharp cut-off; note: not every result past the cut was called active; inactives centre near 0; reference of the scale not given here
# BioA inh: M. tuberculosis BioA enzyme inhibitors, primary screen, biochemical, plate reader, single point, HTS; purified M. tuberculosis BioA enzyme; inhibition, % at 9.99 µM; 360,000 tested, 0.096% active; in the data active = inhibition above about 40%
# Y pestis TopoI: Yersinia pestis topoisomerase I inhibitors, primary screen, biochemical, cleavage product accumulation, plate reader, single point; Y. pestis Topo-I cleavage product accumulation; 360,000 tested, 0.064% active; activity, % at 10 µM; DNA topoisomerase I (Yersinia pestis CO92); in the data active = activity above about 50%, passing the limit was not always enough; note: inactives centre near 2
# Active calls of the source: *; i = inactive; · = not tested or not shown.
SMILES,FadD28 FP inh,FBA Mtb inh,GDH-TPI inh,Mtb UGM inh,PfHsp40 rescue,TcdB inh,BH1578 lux ind,BioA inh,Y pestis TopoI
CCOC(=O)c1c(C)nn(Cc2ccccc2)c1N,-2.8,3.6,1.2,-1.4,-0.4,·,-0.3,-1.4,3.5
CC(C)N1CCC1(C)C(=O)Nc1nccc2cccnc12 (stereo not drawn),-0.3,15.4,10.6,·,·,0.2,i,0.1,1.2
CS(=O)(=O)NCc1csc(-c2ccccc2)n1,-0.1,1.6,1.6,-2.0,-0.8,·,i,0.2,-10.2
CCCCn1c2ccc(C)cc2c2nnc(SCCN3CCCCC3)nc21,-2.5,-0.9,13.1,-3.5,-1.0,0.2,i,3.3,25.5
C/C(=N\Nc1cccc2cccnc12)c1ccccn1,0.6,3.0,10.0,1.0,9.9,-2.7,-0.2,·,10.6
COc1ccc(NC(C)C(=O)N/N=C/c2ccc([N+](=O)[O-])s2)cc1 (stereo not drawn),-3.9,-1.7,15.7,-0.1,4.6,-0.4,i,·,-5.8
Cc1ccc(C(=O)N2CCN(c3ncccn3)CC2)cc1,0.5,0.6,6.0,-2.9,1.7,-0.5,i,-1.1,-2.8
O=C(CC1Sc2ccccc2NC1=O)NNc1cc(Cl)ccc1Cl (stereo not drawn),-0.6,-0.7,9.4,·,1.2,0.0,-1.3,-0.2,8.0
O=C(c1cccs1)N1C[C@@H](O)[C@H](n2cc(C3CC3)nn2)C[C@@H]1c1ccc(Cl)cc1,-3.7,-2.0,3.3,·,·,-0.7,-0.3,·,14.6
CCCCCCC1CC(C)(/C(C)=N/NC(N)=O)OC1=O (stereo not drawn),-0.1,6.7,-1.2,2.6,0.8,2.0,0.6,-1.7,1.6
CCCCN(C/C=C/c1ccccc1OC)Cc1ccccc1,-2.1,-5.7,3.1,-3.2,0.9,0.4,i,-1.6,28.2
O=S(=O)(NCCN1CCOCC1)c1cc(Cl)ccc1Cl,-0.2,1.5,4.5,2.6,0.9,-0.1,i,8.1,-1.5
Cc1n[nH]c(=O)c2c(NC(=O)COC(=O)Cc3c(F)cccc3Cl)oc(C)c12,-3.1,3.4,4.3,2.0,-2.6,0.2,i,·,-3.2
O=C(Cc1ccccc1)OCn1nnc2ccccc2c1=O,-1.0,2.7,-0.8,1.7,-1.4,0.7,-0.5,-0.1,3.9
CCOC(=O)c1c(NC(=O)CN2CCN(C(=O)c3ccco3)CC2)sc(C)c1C,-1.4,1.1,2.8,1.2,1.9,-4.1,-1.2,1.6,33.6
COc1cc(NC(=S)NC(=O)CCc2ccccc2)cc(OC)c1,-2.4,-1.9,-13.1,2.8,19.2,1.5,1.7,2.1,1.9
COCCCN(C(=S)Nc1cccc(Cl)c1)C(C)c1ccncc1 (stereo not drawn),-3.7,2.5,4.0,-0.3,-0.6,0.4,-0.3,·,-1.9
CC(=O)c1ccc(Nc2nc(C(C)N)cs2)cc1 (stereo not drawn),-3.7,-5.4,31.2*,·,·,1.5,-0.4,4.2,-2.5
CCOc1ccccc1C(=O)Nc1cccc(-c2ccc(N3CCOCC3)nn2)c1,-4.0,2.9,-2.5,1.9,-1.9,-0.8,-0.5,2.1,16.9
Cc1cccc(Nc2ccccc2C(=O)O)c1C,-1.6,-3.2,4.3,·,5.3,1.8,4.3,0.3,-0.9
CC(C)C[C@H](NC(=O)N1CCn2c1nc1ccccc12)C(=O)NCC1CCCO1 (stereo partly drawn),-0.7,2.4,-1.7,-0.1,-0.6,0.0,-0.4,0.2,11.6
C=CCN1C(=O)c2ccc(C(=O)N(C)CC(=O)Nc3ccccc3Cl)cc2C1=O,-0.3,2.9,7.8,1.6,-0.7,-0.7,-0.7,·,-0.5
COc1ccccc1N1CCN(S(=O)(=O)c2ccc([N+](=O)[O-])cc2)CC1,-2.3,0.3,-2.7,·,·,2.3,i,-0.8,0.8
CN(CC(=O)Nc1ncn[nH]1)S(=O)(=O)c1ccc(Cl)cc1,1.1,7.1,-1.5,-2.2,-0.2,-1.1,1.2,2.0,2.0
COc1ccc(CCNC(=O)C(=O)NCC2OCCN2S(=O)(=O)c2ccc(C)cc2)cc1OC (stereo not drawn),-0.7,0.3,-2.4,1.4,1.1,-0.7,-0.3,0.4,22.5
CCN(CC1COc2ccccc2O1)C(=O)c1ccc(Cl)c(S(=O)(=O)N2CC(C)OC(C)C2)c1 (stereo not drawn),-0.1,-1.1,1.1,3.4,0.2,1.6,-0.5,8.9,5.1
CCCc1nnc(NC(=O)CCC(=O)N2CCN(CCOC(c3ccccc3)c3ccccc3)CC2)s1,0.0,-1.3,1.5,1.1,-1.3,·,-0.4,·,35.1
CN1CCN(c2cc(N3CCNCC3)ccc2[N+](=O)[O-])CC1,-2.9,-21.1,1.5,4.2,-1.6,·,i,0.0,-10.7
COc1ccc(C(=O)Nc2nc(N3C(=O)c4ccccc4C3=O)n(-c3ccccc3)n2)cc1,-0.6,-4.2,-2.5,0.8,0.4,·,3.9,1.1,3.2
CN1CCc2c(OCC(=O)NC3CCCCC3)cccc2C1=O,-4.4,-3.8,-2.1,-0.5,0.4,4.1,0.6,-0.8,-4.5
C=CCn1c(=S)[nH]c2scc(-c3ccco3)c2c1=O,4.8,-0.3,11.6,-2.2,1.0,1.3,-0.5,·,-3.7
N#C/C(=C\c1cccnc1)C(=O)NC1CCCCC1,-3.1,5.0,-2.2,·,2.8,·,0.0,0.4,9.4
CCCNC(=O)[C@H](C)NC(=O)c1ccc(Br)cc1,-4.3,1.2,-7.5,-0.2,0.3,1.7,-0.4,-0.4,3.0
CC(C)(C)c1cc(Cl)ccc1OCCOCCN1CCCC1,-4.8,2.5,3.5,-1.3,0.0,1.6,-0.8,4.2,4.4
Cc1ccc(CNC(=O)C2CCCCN2S(=O)(=O)c2ccccc2)cc1 (stereo not drawn),-3.3,-1.6,-6.9,3.1,-0.1,1.8,0.4,1.8,4.4
CC1(C)Cc2ccccc2C(Nn2cnnc2)=N1,-0.1,1.8,-10.6,4.6,-0.5,1.6,-0.4,-1.0,3.4
Cc1ccc(S(=O)(=O)N2CCCCC2)cc1NC(=O)CCOc1ccccc1,-1.4,-1.4,7.9,1.9,-1.0,0.0,-0.3,·,12.6
O=C(Cn1nnc(-c2ccccc2)n1)Nc1ccccc1N1CCOCC1,-1.9,3.1,8.3,-1.5,2.3,·,-0.3,-1.9,3.1
COC(=O)c1c(C(=O)OC)c(-c2ccccc2)n2c1CS(=O)(=O)C2,1.7,-0.8,1.3,-1.7,-1.2,·,i,26.0,1.8
COc1ccc(CCNC(=O)c2ccc([N+](=O)[O-])cc2)cc1,-0.9,0.5,-3.2,0.6,0.1,-0.5,-0.5,·,-1.5
COc1ccc(-c2ccc(NS(=O)(=O)c3ccc([N+](=O)[O-])cc3)cc2)nn1,-1.5,0.2,15.1,-0.1,1.8,-0.3,i,-2.2,-4.0
COc1cc(OC)cc(C(=O)NCC(=O)OCC(=O)Nc2ccc(C)c(S(=O)(=O)N3CCOCC3)c2)c1,-9.5,1.8,-10.2,·,0.6,1.2,-0.4,0.0,10.1
O=C(Nc1nc(=O)c2ccccc2s1)c1ccc(F)cc1,-0.2,0.8,15.7,1.4,0.5,1.8,i,-2.0,-5.1
Cc1cccc(C)c1OCCn1nnc2ccccc21,-1.1,1.3,13.7,-4.9,0.2,1.5,-0.3,1.6,12.4
CCSc1nnc(NC(=O)C(NC(=O)c2ccc(Cl)cc2)C(C)C)s1 (stereo not drawn),-2.3,0.2,5.9,-1.1,0.8,·,i,-0.9,20.8
O=C(NCC1CCCO1)c1cccc(S(=O)(=O)N2CCCCC2)c1 (stereo not drawn),-0.5,-1.0,0.0,·,2.4,0.8,-2.1,-0.8,7.5
Cc1cc(C)nc(SCC(=O)NC2=NN=C(c3ccc(Br)cc3)CS2)n1,-3.0,3.3,9.9,0.0,-0.6,·,i,·,0.5
O=C1CCC(c2ccccc2)=NN1,0.8,0.9,2.5,-0.6,1.6,0.0,-2.8,·,-4.1
CSCCC(NC(=O)c1ccccc1Cl)C(=O)Nc1ccc(C)c(S(=O)(=O)N2CCOCC2)c1 (stereo not drawn),2.0,4.8,5.3,-0.6,-0.2,1.7,-0.7,-0.1,27.1
CCCc1nc2c(ccc3ccccc32)cc1CC,-0.4,-1.7,-7.9,0.1,3.6,0.0,0.1,-0.4,0.9
COCCn1c(SC2CCOC2=O)nc2ccccc2c1=O (stereo not drawn),-0.9,2.1,-5.3,-4.4,1.3,0.1,i,·,2.5
CC(=O)Nc1ccc(NC(=O)CCCSc2nc3ccccc3s2)cc1,-4.1,-2.6,-19.5,3.0,0.0,-0.1,i,·,-9.2
CN1C(=O)NC(c2ccc(O)cc2)C2=C1CN(c1ccc(O)cc1)C2=O (stereo not drawn),-2.2,-0.6,7.5,0.1,0.3,18.6*,-0.8,·,7.9
O=C(CN1CCc2ccccc2C1)Nc1ccccc1C(=O)NC1CC1,0.2,-2.0,-4.2,·,-0.5,0.9,-1.3,0.7,6.6
CN(C(=O)c1cc(COc2ccc(F)cc2Cl)on1)C1CCCc2ccccc21 (stereo not drawn),-1.8,-4.1,-7.0,-2.9,7.3,1.5,3.8,0.0,15.6
O=C(Cc1ccc(Cl)cc1)c1c[nH]c(C(=O)NCCCn2ccnc2)c1,-1.1,2.9,-2.8,-4.3,0.6,1.3,i,·,-8.4
NC(=S)N=Nc1c(O)n(CCCl)c2ccccc12,-1.8,-0.7,17.0,-0.2,-1.6,-0.2,-0.2,·,2.3
Cc1ccc(C2=NN(C(=O)COc3ncnc4ccccc34)C(c3ccco3)C2)cc1 (stereo not drawn),-3.0,4.2,-3.1,-0.9,1.4,0.3,i,·,-2.8
O=C1CN(C(=O)c2ccccc2)C(c2ccccc2)c2cc(Cl)ccc2N1 (stereo not drawn),-2.1,1.7,1.4,-1.7,0.6,0.9,i,0.9,6.1
O=C(Cc1ccccc1)NC1CCSc2ccccc21 (stereo not drawn),0.0,-0.6,2.7,-0.2,-0.1,0.3,-3.1,0.3,8.3
Cc1ccccc1CN1C(=O)c2ccccc2S(=O)c2ccc(C(=O)NCCCN3CCOCC3)cc21 (stereo not drawn),0.3,3.9,3.0,4.0,-2.4,-0.8,-4.3,·,16.9

# Eight compounds out of the list, arranged by length of the SMILES, lowest first.
SMILES,FadD28 FP inh,FBA Mtb inh,GDH-TPI inh,Mtb UGM inh,PfHsp40 rescue,TcdB inh,BH1578 lux ind,BioA inh,Y pestis TopoI
Cc1cccc(Nc2ccccc2C(=O)O)c1C,-1.6,-3.2,4.3,·,5.3,1.8,4.3,0.3,-0.9
CS(=O)(=O)NCc1csc(-c2ccccc2)n1,-0.1,1.6,1.6,-2.0,-0.8,·,i,0.2,-10.2
C/C(=N\Nc1cccc2cccnc12)c1ccccn1,0.6,3.0,10.0,1.0,9.9,-2.7,-0.2,·,10.6
O=C(Cc1ccccc1)OCn1nnc2ccccc2c1=O,-1.0,2.7,-0.8,1.7,-1.4,0.7,-0.5,-0.1,3.9
CN1CCN(c2cc(N3CCNCC3)ccc2[N+](=O)[O-])CC1,-2.9,-21.1,1.5,4.2,-1.6,·,i,0.0,-10.7
COc1ccc(CCNC(=O)c2ccc([N+](=O)[O-])cc2)cc1,-0.9,0.5,-3.2,0.6,0.1,-0.5,-0.5,·,-1.5
Cc1ccc(CNC(=O)C2CCCCN2S(=O)(=O)c2ccccc2)cc1 (stereo not drawn),-3.3,-1.6,-6.9,3.1,-0.1,1.8,0.4,1.8,4.4
Cc1ccc(C2=NN(C(=O)COc3ncnc4ccccc34)C(c3ccco3)C2)cc1 (stereo not drawn),-3.0,4.2,-3.1,-0.9,1.4,0.3,i,·,-2.8

# Source: PubChem BioAssay
